D2 PAM – positive allosteric modulators of human D2 dopamine receptor; P14416; HEK293 T-REx D2, calcium flux, EC20 dopamine potentiation; potentiation, % at 10 µM; 340,000 tested, 0.34% active; AID 485347;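 active = potentiation over 3 SD above the plate norm, cut at about 30% in these data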; also: 0% is about no effect
Target sequence (P14416 whole entry, looked up): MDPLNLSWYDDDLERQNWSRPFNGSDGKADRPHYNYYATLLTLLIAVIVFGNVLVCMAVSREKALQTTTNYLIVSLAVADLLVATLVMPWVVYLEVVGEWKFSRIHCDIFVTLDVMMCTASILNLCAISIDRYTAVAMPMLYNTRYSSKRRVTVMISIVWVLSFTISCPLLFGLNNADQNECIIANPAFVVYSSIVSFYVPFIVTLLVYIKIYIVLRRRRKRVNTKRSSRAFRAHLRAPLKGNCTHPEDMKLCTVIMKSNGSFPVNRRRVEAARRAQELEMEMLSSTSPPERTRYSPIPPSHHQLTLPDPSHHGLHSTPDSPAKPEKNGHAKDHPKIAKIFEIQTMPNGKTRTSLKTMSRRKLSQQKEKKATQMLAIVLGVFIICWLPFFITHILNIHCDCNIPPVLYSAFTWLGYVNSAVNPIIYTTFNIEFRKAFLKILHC
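Using a no-wash calcium dye in inducible, force-coupled HEK293 Trex cells expressing D2, we tracked fluorescence each second for 180 s after compound, then for 180 s after EC20 dopamine to detect augmented signalling.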
D1 ag – human D1 receptor agonism | P21728 | HEK293 T-REx D1 cells, calcium flux, agonist mode | activation, % at 2 µM | 360,000 tested, 1% active | AID 504660; in the data active = activation above about 30%; also: 0% is about no effect
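Inducible HEK293 T-REx D1 cells, force-coupled to calcium signalling, were plated at 4000 cells/well with tetracycline and held overnight at 30 C. After no-wash calcium dye loading, compound-evoked calcium rise over 180 s flagged agonists.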
D2 antagonist – antagonists of human D2 dopamine receptor. P14416. HEK293 TREx D2 cells, calcium flux, dopamine EC80. inhibition, % at 10 µM. 340,000 tested, 2% active. AID 485344; in the data active = inhibition above about 30%; also: 0% is about no effect
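Dopamine at EC80 is the agonist stimulus; test compounds precede it by 180 s. Calcium flux read kinetically in a force-coupled, inducible HEK293 T-REx D2 cell line.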
D1 PAM – enhances dopamine response at the human D1 receptor; P21728; HEK293 TREx D1 cells, calcium flux, dopamine EC20 potentiation; potentiation, % at 10 µM; 360,000 tested, 0.036% active; AID 504651; in the data active = potentiation above about 30%; also: 0% is about no effect
TRHR PAM – allosterically enhances the human TRH receptor | P34981 | TRHR cells, fluo-8 calcium fluorescence, EC20 TRH enhancement | enhancement, % at 2 µM | 360,000 tested, 0.66% active; in the data active = enhancement above about 30%; also: 0% is about no effect
Target sequence (P34981 whole entry, looked up): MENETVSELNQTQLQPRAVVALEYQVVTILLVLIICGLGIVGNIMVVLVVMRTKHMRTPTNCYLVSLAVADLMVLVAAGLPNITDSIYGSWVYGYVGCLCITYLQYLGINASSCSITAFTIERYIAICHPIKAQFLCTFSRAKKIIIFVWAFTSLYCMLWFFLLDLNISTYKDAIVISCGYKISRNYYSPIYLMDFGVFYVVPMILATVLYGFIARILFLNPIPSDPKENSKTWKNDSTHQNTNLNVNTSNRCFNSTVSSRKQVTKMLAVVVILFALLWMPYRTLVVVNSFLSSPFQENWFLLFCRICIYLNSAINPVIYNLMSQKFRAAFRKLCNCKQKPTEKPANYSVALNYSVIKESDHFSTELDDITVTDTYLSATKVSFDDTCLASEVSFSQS
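TRHR-expressing cells loaded with fluo-8 calcium dye were read kinetically (ex 480/em 530) during compound addition, then stimulated with an EC20 of TRH (10 nM final). Enhancement of the Gq-mediated intracellular calcium response was scored.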
RXFP1 antag – RXFP1 (human) relaxin receptor antagonism | Q9HBX9 | HEK293-RXFP1, relaxin-stimulated cAMP HTRF, 30 min; hits give low values | activity change, negative = inhibition, % at 57.5 µM | 350,000 tested, 0.59% active | AID 1259400;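 active = activity change of -60% or lower, but not beyond a set lower limit; inconclusive = change between -60% and -40%, or beyond the set limit; inactive = change above -40%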; also: % is scaled to controls: 0 for no effect and ±100 for the full control effect
D1 antag – antagonists of human D1 dopamine receptor | P21728 | HEK293 TREx D1 cells, calcium flux, dopamine EC80; hits give low values | activity change, negative = inhibition, % at 10 µM | 360,000 tested, 3.2% active | AID 504652; in the data active = activity change below about -30%; also: % is scaled to controls: 0 for no effect and ±100 for the full control effect
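Using tetracycline-induced force-coupled D1 Hek293 cells and a calcium dye, signals were followed for 180 s after compound, then for 180 s after EC80 dopamine, to detect inhibitors.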
RXFP1 agonist – RXFP1 (human) receptor agonism. Q9HBX9. HEK293T-RXFP1 cAMP TR-FRET, 30 min; response scale: percent of porcine relaxin response, buffer zero. Potency, µM (highest dose often 57.5 µM), for inactives: at the highest dose activation, usual class: activators. 370,000 tested, 0.3% active; active = well fitted activation curve with a large enough effect; inconclusive = small, poorly fitted or top-dose-only effect; also: potency is read from the fitted curve at half-maximal effect; % is scaled to controls: 0 for no effect and ±100 for the full control effect; nearly all actives have a fitted effect of over 60% in size; many of its hits are not listed in these tables
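cAMP rise read by TR-FRET after 30 min, 37C compound exposure (up to 58 uM) in RXFP1-transfected HEK293 cells with Ro 20174 present. EC50 from Hill-equation fits, with 29 nM porcine relaxin as 100% and buffer as basal.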
D2 agonist – activates the human D2 dopamine receptor; P14416; HEK293 T-REx D2 cells, calcium flux agonist mode; activation, % at 2 µM; 340,000 tested, 0.53% active; AID 485358;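 active = activation over 3 SD above normal in the single-dose calcium agonist read, cut at about 30% in these data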; also: 0% is about no effect
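Agonism scored from kinetic calcium signal (1 read/sec, 180 s) following compound pin transfer, after a 10 s baseline. Cells: HEK293 Trex line expressing inducible D2 receptor coupled to calcium, dye-loaded after overnight culture at 30 C.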
* hit, by the source's call; ? = inconclusive; . = not tested or not shown; & = joins results of further samples; ! = not active in a repeat. This is a subset (hit frequency here may not be typical).

Start of the data: the first three records as a preview:
SMILES | D2 PAM | D1 ag | D2 antagonist | D1 PAM | TRHR PAM | RXFP1 antag | D1 antag | RXFP1 agonist | D2 agonist
Cc1cccn2c(=O)c3cc(C(=O)NCc4ccco4)c(=N)n(C4CCCC4)c3nc12 | -3 | 0 | 19 | -5 | -7 | -4 | 42 | 7.0% | -0.2
CN(C)c1ccc(CN(CC2CCCO2)C(=O)c2cc3ccccc3o2)cc1 (stereo not given) | 7 | 2 | -8 | -1 | 1 | -11 | -4 | -0.7% | -1.0
CCc1cc(=O)[nH]c(SCc2ccc(C)cc2)n1 | 0 | 2 | 6 | -5 | 54* | -14 | 22 | 1.3% | 1.4

This part in full, repeating the preview:
SMILES | D2 PAM | D1 ag | D2 antagonist | D1 PAM | TRHR PAM | RXFP1 antag | D1 antag | RXFP1 agonist | D2 agonist
Cc1cccn2c(=O)c3cc(C(=O)NCc4ccco4)c(=N)n(C4CCCC4)c3nc12 | -3 | 0 | 19 | -5 | -7 | -4 | 42 | 7.0% | -0.2
CN(C)c1ccc(CN(CC2CCCO2)C(=O)c2cc3ccccc3o2)cc1 (stereo not given) | 7 | 2 | -8 | -1 | 1 | -11 | -4 | -0.7% | -1.0
CCc1cc(=O)[nH]c(SCc2ccc(C)cc2)n1 | 0 | 2 | 6 | -5 | 54* | -14 | 22 | 1.3% | 1.4
Cc1cc(=O)oc2c(CN3CCN(CCO)CC3)c(O)ccc12 | -1 | 3 | -1 | -10 | 5 | -9 | -9 | ? | 0.3
CC1CCCCC1NC(=O)CN1CCC(NC(=O)c2ccc([N+](=O)[O-])cc2)CC1 (stereo not given) | -3 | 0 | 23 | 0 | 3 | -4 | -5 | -0.1% | 0.2
Cc1cccc(C)c1NC(=O)C1(N(Cc2ccco2)C(=O)Cn2nnnc2N)CCCCC1 | 0 | 0 | -4 | -3 | -4 | -5 | -9 | -0.1% | 0.6
CC1CCc2sc(C(=O)N/N=C/c3ccc(O)cc3)cc2C1 (stereo not given) | 5 | 1 | 13 | 0 | 6 | -12 | 2 | 1.2% | 0.4
CCCCN(CCCC)C(=O)c1cc2c(=O)n3cccc(C)c3nc2s1 | 17 | 0 | . | 1 | 14 | -4 | 10 | ? | -0.1
Cn1nnnc1SCC(=O)Nc1ccc(Cl)c(S(=O)(=O)N2CCOCC2)c1 | 8 | 2 | 6 | 2 | -3 | 0 | -10 | 0.0% | -0.7
Cn1c(N)c(C(=O)CSc2nn(-c3ccccc3)c(=S)s2)c(=O)n(C)c1=O | 16 | 3 | -9 | -3 | 8 | 10 | -3 | ? | 0.0
CCOC(=O)C1=C(C)Nc2ncnn2C1c1ccccc1F (stereo not given) | . | 1 | . | -1 | 4 | 8 | -4 | 0.4% | .
COc1cccc(Nc2nc3ccc(C(=O)c4ccccc4)cc3n3c(C)nnc23)c1 | 19 | 3 | . | -3 | 2 | -21 | 4 | 4.0% | -0.4
CCOc1ccc(NC(=O)c2sc3nc4c(cc3c2N)CN(Cc2ccccc2)CC4)cc1 | 0 | 1 | . | -4 | -1 | -8 | -14 | -0.8% | 0.8
COc1ccc2c(C)c(CCC(=O)NCCCN3CCCC3=O)c(=O)oc2c1C | 11 | 2 | 27 | 2 | 0 | . | 0 | 1.9% | 1.2
C/C(=N/NC(=O)CNC(=O)COc1cccc(C)c1)c1ccc(Cl)cc1 | 2 | 1 | -18 | 3 | 5 | -6 | -7 | -0.2% | 0.0
CCNc1nc(NC(C)C)nc(OCCOC(=O)Nc2ccccc2)n1 | 2 | -2 | -15 | -5 | 5 | 7 | 18 | 3.1% | 0.7
CCOc1ccccc1C(C(=O)NC1CCCC1)N(Cc1ccco1)C(=O)CNC(=O)c1ccco1 (stereo not given) | -3 | 0 | 6 | 0 | -11 | 3 | 4 | -1.2% | 0.7
CCN1CC(CN(C)Cc2cn(-c3cccc(C)c3)nc2-c2cccc(F)c2)CC1=O (stereo not given) | 19 | 5 | -2 | 4 | 1 | -8 | -1 | 1.8% | 1.1
CC(=O)c1cccc(OCC(O)CN2CCN(C(=O)c3ccco3)CC2)c1 (stereo not given) | . | -1 | . | -6 | -2 | -5 | 21 | -0.1% | .
O=c1oc2ccc3ccccc3c2cc1-c1nnc(Nc2ccc(Cl)cc2Cl)s1 | 1 | 0 | . | 0 | -2 | -6 | -8 | -1.7% | -0.6
CC(=O)c1ccc(NC(=O)CCCN2C(=O)C(c3ccccc3)Oc3cccnc32)cc1 (stereo not given) | 2 | 6 | -10 | -5 | -4 | -6 | -14 | 1.0% | 0.3
O=C(COc1c(Cl)cccc1Cl)Nc1ccccc1N1CCCC1 | 3 | 5 | -8 | -2 | 26 | ? | 25 | -0.7% | 0.4
CCCC(=O)Nc1ccc(Sc2ccc([N+](=O)[O-])cc2)cc1 | -2 | 7 | -27 | -8 | -3 | -18 | -28 | 1.2% | -1.0
CCOc1ccc([N+](=O)[O-])cc1CNC1CCCCCCC1 | -4 | 4 | -11 | 2 | -8 | -5 | -5 | -0.7% | -0.2
Cc1cccc(NC(=O)C2CCCN(C(=O)Nc3ccc(F)cc3)C2)c1 (stereo not given) | 1 | 0 | 31* | -6 | 3 | 7 | -3 | 1.8% | -1.8
Later entries
SMILES | D2 PAM | D1 ag | D2 antagonist | D1 PAM | TRHR PAM | RXFP1 antag | D1 antag | RXFP1 agonist | D2 agonist
C=CCOC(=O)Nc1c(C(=O)OC)[nH]c2ccc(Cl)cc12 | -6 | -1 | -29 | -1 | 14 | -5 | -1 | 0.3% | 0.5
CCc1ccc(S(=O)(=O)c2cn(Cc3ccccc3)c3cc(F)c(F)cc3c2=O)cc1 | . | 3 | . | 1 | -1 | -6 | -2 | 5.3% | 0.3
CN1C(=O)/C(=C/c2cccc(Cl)c2)Sc2ccc(C(=O)N3CCCC3)cc21 | 0 | 8 | 10 | 4 | 23 | 2 | -36* | 0.0% | -0.5
O=[N+]([O-])c1ccc2c(c1)Nc1nc3ccccc3nc1N2 | 1 | 8 | -1 | 1 | 11 | -12 | -4 | 1.2% | -1.2
Cc1cccc(C2Nc3ccccc3C(=O)N2c2ccccc2)n1 (stereo not given) | . | 7 | . | -2 | 0 | 12 | -4 | 6.4% | .
O=C(COC(=O)/C=C/c1ccc(Cl)cc1)Nc1ccc2[nH]c(=O)[nH]c2c1 | -9 | -1 | -2 | -9 | 10 | -23 | -9 | 1.7% | -0.4
Cc1noc(-c2ccc(N3CCCCC3)c([N+](=O)[O-])c2)n1 | -2 | 10 | . | -4 | -2 | . | 0 | -2.3% | 11
CCSc1nc(N2CCCCC2)c2c(c1C#N)CCCC2 | -11 | 2 | -7 | -1 | 3 | -9 | 16 | 1.1% | 0.0
NNC(=O)COc1ccc(-c2nccc(-c3ccc(F)cc3)n2)cc1 | 2 | 3 | -7 | -5 | 10 | 14 | -27 | 0.0% | 1.4
O=C(CN1CCN(Cc2ccccc2)CC1)Nc1ccccc1 | -13 | 5 | 15 | -5 | 5 | -16 | -7 | -0.4% | 1.5
COC(=O)Nc1cccn(Cc2c(Cl)cccc2Cl)c1=O | -5 | 1 | 19 | 2 | 2 | 2 | -15 | 0.4% | -0.6
COc1cc(OC)cc(C(=O)N[C@H](C(=O)OCC(=O)Nc2cccc(F)c2)C(C)C)c1 | -7 | 5 | 0 | -1 | -2 | . | -2 | 2.2% | -0.6
COc1ccc2c(C(=O)CCl)c[nH]c2c1 | -1 | 4 | -3 | -4 | 2 | 1 | 3 | 0.0% | 0.2
O=c1[nH]c2ccccc2cc1CN(Cc1ccco1)S(=O)(=O)c1ccc(F)cc1 | -3 | 2 | -13 | -2 | 5 | -31 | 2 | 1.5% | -1.7
COc1ccc(NC(=O)C(c2ccccc2)N(C)C(=O)CNC(C)=O)cc1 (stereo not given) | 7 | 3 | 4 | 10 | -8 | 13 | -9 | -0.2% | -1.6
Cc1csc2ncc(C(=O)N3c4ccccc4CC3C)c(=O)n12 (stereo not given) | -7 | -1 | 0 | 2 | -1 | -10 | 3 | -0.1% | -1.5
Cc1cc(C)c[n+](-c2nc3ccccc3nc2C(=C=[N-])C#N)c1 | -2&21 | 0&2 | 34*! | -4&-3 | 4&10 | 2&-1 | 7&-5 | 1.4%&-1.0% | 1.1&0.4
CC(=C\c1ccccc1)/C=C1/SC(=S)N(CCC(=O)O)C1=O | . | 2 | . | 0 | -21 | -3 | -2 | -2.2% | .
CSc1ccccc1OCc1cc(C(=O)NCCC2=CCCCC2)no1 | 4 | 18 | -16 | 6 | 2 | -6 | -4 | 2.5% | 0.2
O=C(NCCO)c1nc(C(=O)c2ccccc2)c2ccccc2n1 | 19 | -3 | -19 | 5 | 4 | . | . | 0.0% | 0.8
CCCC1(C(=O)OC)NC(c2ccco2)C2C(=O)N(c3ccc(C)cc3)C(=O)C21 (stereo not given) | 2 | 0 | 15 | 0 | 2 | -4 | -3 | 1.5% | 0.5
O=[N+]([O-])c1ccc(N/N=C2\CC3CC=CC23)cc1 (stereo not given) | . | 14 | . | -1 | -8 | 0 | -31* | -1.1% | .
Cn1ncc2nc[nH]c(=O)c21 | 7 | 2 | 17 | -3 | 0 | -2 | 12 | 3.7% | -0.4
CCc1cccc(CC)c1NC(=O)COC(=O)Cc1ccsc1 | -8 | 1 | 8 | 0 | -5 | 3 | -5 | 1.3% | -0.7
O=C(CSCc1ccc([N+](=O)[O-])cc1)NC1CC1 | 0 | 3 | 5 | 1 | 0 | -9 | 10 | 1.9% | -0.5

An excerpt from above, reduced to D1 ag.
SMILES,D1 ag
Cc1cccc(C2Nc3ccccc3C(=O)N2c2ccccc2)n1 (stereo not given),7
Cc1csc2ncc(C(=O)N3c4ccccc4CC3C)c(=O)n12 (stereo not given),-1

Next entries
SMILES | D2 PAM | D1 ag | D2 antagonist | D1 PAM | TRHR PAM | RXFP1 antag | D1 antag | RXFP1 agonist | D2 agonist
COc1ccc(C2C=C(C34CC5CC(CC(C5)C3)C4)NC(=S)N2)cc1 (stereo not given) | 18 | 1 | 0 | -11 | 4 | -5 | 9 | 1.7% | 5.1
CCCc1nnc(NC(=O)CCS(=O)(=O)c2ccccc2)s1 | 32* | 1 | -16 | 3 | -2 | -6 | 2 | 1.0% | 0.2
COc1ccccc1NC(=O)C(=O)NCCCN1CCCC1=O | 11 | 6 | 21 | -2 | 5 | -15 | 40 | 0.4% | 0.3
Cc1nn(-c2ccccc2)c(Cl)c1C(=O)OCC(=O)NCCc1ccc(S(N)(=O)=O)cc1 | 20 | 5 | 14 | -4 | 0 | -7 | -20 | -1.8% | -0.2
C/C(=N\NS(=O)(=O)c1ccc(C)cc1)c1ccc(C)o1 | 0 | 6 | -7 | 0 | -14 | 0 | -6 | 2.4% | 0.1
COc1ccccc1C(=O)NCC(=O)N/N=C/c1ccc2c(c1)OCO2 | 0 | 2 | 11 | -7 | -5 | -20 | -7 | -0.3% | -0.8

Screening results (PubChem)
